HSF1 inhib: HSF1 inhibition; NIH3T3-HGL HSE-luciferase, MG132-induced, luminescence 8 h; stronger effect = lower value; activity change, negative = inhibition, % at 7.5 µM (by protocol); 0.77% of 300,000 active; AID 2098;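 active = more than half of replicate wells show activity change below -50%, luminescence cut by over half; inconclusive = some wells, but at most half, below -50%; inactive = no replicate well below -50%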;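 also: luciferase reports HSF-1 transcriptional activity via heat shock element; 0% = median of DMSO wells and -100% = zero luminescence signal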
aSyn UTR inh: 5' untranslated region of α-synuclein, MLPCN primary screen | 0.82% of 300,000 active | alpha-synuclein 5'UTR reporter, inhibitor activity | inhibition, % (tested at 7.5 µM) | AID 1813; in the data active = inhibition above about 60%; inconclusive = no clear call, values can overlap the other calls;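 also: H4 neuroglioblastoma cells stably carrying SNCA 5'UTR luciferase fusion; 0% = DMSO wells and 100% = positive control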
AI-2 QS mod: modulates the Vibrio harveyi AI-2 quorum sensing system. Vibrio harveyi JMH597 AI-2 luminescence/OD600 ratio, 9 h; stronger effect = lower value; strain lacks LuxN and CqsS sensors; 0 = neutral-control median. activity change, % at 7.5 µM. 0.4% of 300,000 active. AID 2094; in the data active = activity change below about -75%, passing the limit was not always enough; inconclusive = no clear call, values can overlap the other calls;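 also: luminescence divided by OD600 gain over 9 h not by final OD600 alone; inactives centre near 13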
GSK3beta inhib: blocks human GSK3beta kinase activity. P49841. GST-GSK3beta kinase, ADP-Glo luminescence, 60 min; stronger effect = lower value. activity score (negative = inhibition), % at 10 µM. 0.038% of 300,000 active. AID 2097;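 active = more than half of replicate wells score below -50%, meaning over 50% inhibition versus plate controls; inconclusive = some replicates but at most half score below -50%; inactive = no replicate scores below -50%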;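 also: 0% = median DMSO wells and -100% = median GW8510 positive control wells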
Target sequence (P49841 whole entry, looked up): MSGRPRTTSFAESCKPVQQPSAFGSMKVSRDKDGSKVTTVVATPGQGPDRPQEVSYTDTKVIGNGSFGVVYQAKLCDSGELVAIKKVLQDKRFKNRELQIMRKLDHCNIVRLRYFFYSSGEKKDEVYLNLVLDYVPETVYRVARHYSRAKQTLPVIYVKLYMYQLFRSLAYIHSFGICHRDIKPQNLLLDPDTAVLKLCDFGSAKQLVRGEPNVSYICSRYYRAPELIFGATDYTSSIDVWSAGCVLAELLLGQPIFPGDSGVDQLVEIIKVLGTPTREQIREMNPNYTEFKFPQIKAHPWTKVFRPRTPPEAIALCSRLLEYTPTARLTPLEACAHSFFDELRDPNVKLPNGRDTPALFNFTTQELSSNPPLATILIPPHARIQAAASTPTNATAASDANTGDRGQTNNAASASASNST
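Assay system: GST-tagged human GSK3beta kinase, cell-free; Input: 1.6 ng GSK3beta; Medium: Tris/MgCl2 kinase buffer; Timing: 60 min enzyme reaction, room temperature; Signal: ADP-Glo luminescence quantifying ADP generated by kinase; Evaluation: score relative to plate controls; Benchmarks: DMSO neutral wells and GW8510 at 20 µM as positive.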
PolyA inh: inhibitors of polyadenylation in S. cerevisiae | S. cerevisiae SKY197-pL101 polyadenylation reporter, beta-gal luminescence; efflux-impaired pdr1/pdr3 knockout yeast; score 100 = 6 SD above DMSO | 0.02% of 300,000 active | calls only at 12 µM | AID 1875;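 active = lowest replicate activity score at least 50, where 100 means six control SD above control mean; inconclusive = lowest score under 50 but half or more replicates reach 50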;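 also: yeast exposed to compound for 9 h at 30 °C; higher score means more reporter readthrough which indicates perturbed polyadenylation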
GSK3A inh: blocks human GSK-3 alpha kinase. P49840. ADP-Glo luminescence, 60 min. inhibition, % at 10 µM. 0.1% of 320,000 active;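 in the data active = inhibition above about 50%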;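 also: GST-tagged GSK-3 alpha with peptide substrate and 25 µM ATP; 0% = DMSO neutral wells and 100% = GW8510 positive control wells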
Target sequence (P49840 whole entry, looked up): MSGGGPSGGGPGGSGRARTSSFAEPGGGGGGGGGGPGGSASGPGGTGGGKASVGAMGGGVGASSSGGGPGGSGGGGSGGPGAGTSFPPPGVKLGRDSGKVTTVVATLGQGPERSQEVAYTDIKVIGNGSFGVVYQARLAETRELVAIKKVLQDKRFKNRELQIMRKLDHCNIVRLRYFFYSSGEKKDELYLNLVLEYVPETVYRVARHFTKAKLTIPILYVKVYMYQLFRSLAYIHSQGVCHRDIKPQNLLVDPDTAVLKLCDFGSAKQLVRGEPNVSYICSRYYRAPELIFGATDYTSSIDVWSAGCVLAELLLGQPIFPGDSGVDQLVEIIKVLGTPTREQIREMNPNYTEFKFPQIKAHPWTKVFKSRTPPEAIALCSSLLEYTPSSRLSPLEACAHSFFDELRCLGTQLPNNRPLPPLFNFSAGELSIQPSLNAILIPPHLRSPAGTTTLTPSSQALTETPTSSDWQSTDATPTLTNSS
HSF-1 act: increases HSF-1 driven luciferase reporter signal. NIH3T3-HGL HSF-1 luciferase reporter, MG132, 8 h; 100% = twice DMSO control signal. activation, % at 9 µM. 1.7% of 300,000 active;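 active = mean replicate activation of at least 50% with a set share of replicates each reaching 50%; inconclusive = only one of those two conditions met; inactive = mean below 50% and too few replicates reaching it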;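 also: 0% = median of the neutral control wells and 100% = twice that signal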
IEC-6 cytotox: counter-screen for KLF5 inhibitors: cytotoxicity in IEC-6 cells | IEC-6 cytotoxicity, luminescence viability | inhibition, % at 5 µM | 0.78% of 290,000 active | AID 1825; in the data active = inhibition above about 22%;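 also: 0% = plate median of test compound wells and 100% = cytotoxic reference compound wells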
HSP90 inh: blocks HSP90-mediated luciferase refolding in reticulocyte lysate; Rabbit reticulocyte lysate, luciferase refolding luminescence, 3 h; inhibition, % at 5.6 µM; 0.91% of 290,000 active;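 active = inhibition above the screen-wide mean plus 3 SD, computed separately per campaign, cut at about 16% in these data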;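 also: 0% = DMSO wells and 100% = 60 µM geldanamycin wells; inhibitors lower the luminescence because luciferase stays unfolded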
KLF5 inh: kruppel-like factor 5 inhibition; DLD-1 KLF5 promoter-luciferase reporter, luminescence; inhibition, % at 5 µM; 0.23% of 290,000 active;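 active = inhibition above a per-plate limit of that plate's mean compound inhibition plus 3 SD, cut at about 60% in these data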;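 also: 0% = DMSO wells and 100% = LY294002 at 200 µM; higher means less KLF5 promoter-driven luciferase light; inactives centre near -14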
* hit, by the source's call; i = inactive; u = inconclusive; x = not tested or not shown; & = joins results of further samples. These rows are one share of the data (hit frequency here may not be typical).

SMILES	HSF1 inhib	aSyn UTR inh	AI-2 QS mod	GSK3beta inhib	PolyA inh	GSK3A inh	HSF-1 act	IEC-6 cytotox	HSP90 inh	KLF5 inh
C/C(=N\O)C(=O)Nc1ccccc1	-1	13	8	-1	i	-3	2	0	-1	-1
CCOC(=O)c1cnc2c(c(C)nn2CC)c1NC1CC1	-9	35	6	2	i	-3	-19	-1	7	-7
CC(=O)c1cccc(NC(=S)NC(=O)c2ccc(C)cc2Cl)c1	16	-70	17	2	i	-1	42	1	-1	-48
Cc1oc(-c2ccc(Cl)cc2)nc1CN1CCC(C(=O)NCc2cccnc2)CC1	-5	29	9	1	i	-2	-1	5	-2	-8
N#Cc1c(-c2ccccc2)[nH]c(=O)[nH]c1=O	-7	22	21	2	i	6	-6	4	1	-26
Cc1cc(OCCN2CC(C)OC(C)C2)ccc1[N+](=O)[O-] (stereo unspecified)	8	-50	13	-8	i	-1	-6	1	-2	-19
O=C(Nc1ncccc1O)c1ccc(OCC2CCCO2)cc1 (stereo unspecified)	2	32	18	0	i	4	11	-7	24*	-26
Cc1ccc2cc(/C=C/C(=O)c3ccco3)c(Cl)nc2c1	68	-121	3	0	i	1	119*	-5	0	4
C=CCOC(=O)/C(=C/c1ccco1)NC(=O)/C=C/c1ccccc1	1	4	-8	2	i	-3	-14	1	2	-1
Cc1cc(N2CCC(C)CC2)nc(NCc2ccccc2)n1	-5	-9	40	-5	i	x	11	11	3	-17
Cc1cc(=O)[nH]c(SCC(=O)Nc2nc(-c3ccccc3)cs2)n1	-9	21	3	3	i	0	-13	2	0	-20
N#Cc1c(SCC(=O)Nc2cccc(C(F)(F)F)c2)sc2c(O)cc(=O)[nH]c12	-10	-25	29	-1	i	-1	9	-9	8	-10
CC(c1ccccc1)n1c(Cn2ncc3ccccc3c2=O)n[nH]c1=S (stereo unspecified)	-7	-4	0	2	i	-1	0	-4	5	6
O=C(Nc1cccc(F)c1)OC(CN1CCCCC1)C(F)(F)F (stereo unspecified)	-6	-14	10	1	i	9	5	-6	-11	-30
Cc1nn2c(C)nc3sc4c(c3c2nc1=O)CC(C)(C)OC4	-7	0	22	-3	i	-1	21	-8	-1	-8
Cc1cccc(-n2ncc3c2CCCC3NC(=O)C2CCOCC2)c1C (stereo unspecified)	-8	-10	12	3	i	1	3	-3	-2	-12
O=Cc1ccc(Oc2cc(-c3ccccc3)nc(-c3ccccc3)n2)cc1	-2	-11	30	-1	i	-4	18	-2	-1	-17
NS(=O)(=O)c1cccc(NC(=O)CSc2nc3ccc(Cl)cc3[nH]2)c1	-3	5	17	-1	i	6	-4	1	0	-33
O=C(CN1CCC(NC(=O)c2ccccc2F)CC1)Nc1ccc2c(c1)OCCO2	5	25	3	3	i	-2	2	0	0	15
COc1ccc(NC2=NCC(=O)N2c2ccccc2F)cc1	0	9	-12	-3	i	1	0	-3	0	-18
CCOP(=O)(OCC)c1nc(-c2ccc(Br)cc2)oc1N1CCCCC1	-1	17	13	-1	i	0	5	5	-1	5
CC(=O)c1cnc(Nc2nc(C)c3ccc(C)cc3n2)nc1C	-3	5	3	1	i	2	16	-1	-1	-21
COCCn1cnc2c1c(=O)n(CC(=O)OCC(=O)NCCCc1ccccc1)c(=O)n2Cc1ccccc1	1	12	3	-1	i	1	9	4	3	-49
N#Cc1c(SCC(=O)N2CCCCC2)nsc1SCC(=O)N1CCCCC1	0	-6	48	1	i	-2	1	1	1	-28
CC(C)=N/N=C1/NC(=O)C(CC(=O)Nc2cc(Cl)ccc2C)S1 (stereo unspecified)	-1	12	12	2	i	0	-5	-8	-1	-21

(cont.)
SMILES	HSF1 inhib	aSyn UTR inh	AI-2 QS mod	GSK3beta inhib	PolyA inh	GSK3A inh	HSF-1 act	IEC-6 cytotox	HSP90 inh	KLF5 inh
Cc1ccc(-c2n[nH]c(=O)c3ccccc23)cc1S(=O)(=O)N(C)C	-1	14	16	-1	i	2	8	-4	-4	-4
C[C@@H]1CC=C[C@H]2[C@H]1C(=O)N(Cc1ccccc1)[C@H]2c1ccc(F)c(Br)c1	16	16	-6	1	i	x	27	x	x	x
CC(C)(C)NC(=O)c1ccccc1-c1nc2ccccc2s1	-6	-9	8	-3	i	4	13	-1	-6	-18
CN(C)c1cccc(NC(=O)CCc2ccccc2)c1	22	1	7	-3	i	1	42	8	-3	-44
CCC(=O)NC(c1ccccc1)c1nc2ccccc2[nH]1 (stereo unspecified)	24	-79	21	1	i	0	6	2	1	-13
CCCCCCCOC1(c2ccccc2)OC(=O)c2ccccc21 (stereo unspecified)	13	-15	-3	-4	i	-5	23	1	-2	-15
COc1cccc2c1-c1c(O)cccc1C2=O	1	4	-7	-1	i	0	23	2	1	1
O=C(NCc1nc2ccccc2[nH]1)c1cccc(S(=O)(=O)N2CCOCC2)c1	-5	-23	31	-3	i	x	-8	4	-1	-38
Cc1ccc(CN2CCSCC2)c(C)c1	8	-31	3	0	i	-2	11	-4	1	-14
COc1cccc(CNC(=O)C(=O)N2CCC3(CC2)OCCN3S(=O)(=O)c2ccc(C)cc2)c1	-1	9	10	-2	i	-2	7	x	x	x
Cn1c(N2CCC(C(N)=O)CC2)nc2c1c(=O)n(Cc1ccc(Cl)cc1)c(=O)n2C	-3	2	10	3	i	-3	18	7	-2	-29
COC(=O)c1[nH]c2c(c1C)C(=O)CC(c1cccs1)C2 (stereo unspecified)	-39	85*	15	4	i	0	-44	84*	5	45
Nc1nc(SCC(=O)N2CCOCC2)n[nH]1	5	-7	11	-3	i	-1	8	4	4	-5
COc1ccc(S(=O)(=O)N2CCN(CC(=O)Nc3ccccc3OC)CC2)cc1	9	23	14	-1	i	1	32	6	-2	-7
CCCc1cc(=O)n2[nH]c(-c3ccc(Br)cc3)cc2n1	10	-87	-3	0	i	-4	15	3	-6	-101
CC1(C)Cc2ccccc2-c2nnc(SCC(=O)N3CCc4ccccc43)n21	6	18	24	-1	i	-1	14	-5	3	-19
N#CCCN(C(=O)CN1C(=O)NC2(CCCC2)C1=O)c1ccccc1F	-17	12	10	-2	i	-2	-39	-5	-3	-36
COc1c(F)c(F)c(C(=O)O)c(Nc2cc(C)cc(C)c2)c1F	-9	10	10	0	i	-2	2	-3	-5	-17
Cc1cccc(-n2ncc3c2CCCC3NC(=O)CCc2cccnc2)c1C (stereo unspecified)	0	4	25	2	i	-1	6	-3	-1	-21
COCCN1C(=O)N[C@@H](c2ccccc2)C(C(C)=O)=C1C	x	x	x	x	x	0	x	-4	-1	0
CC(OC(=O)c1oc2ccccc2c1COc1ccccc1)C(=O)NC(N)=O (stereo unspecified)	6	-3	11	0	i	-1	-2	0	2	-34
CCOc1ccc(NCCC(=O)c2ccc3c(c2)OCO3)cc1	-2	-9	-4	-2	i	-1	-6	2	-3	-14
CCCCc1nc(NCC2CCCO2)c(C#N)c2c1COC(C)(C)C2 (stereo unspecified)	-6	35	5	-1	i	1	10	-2	3	-25
CCN(CC)CC(=O)Nc1nc(-c2ccc(Cl)cc2)cs1	12	-34	11	4	i	-3	11	-3	4	-22
Cc1[nH][nH]c(=O)c1C(c1c(C)[nH][nH]c1=O)c1cn(Cc2ccc(Cl)c(Cl)c2)c2ccccc12	24	90*	16	2	i	0	u	8	4	-18

(cont.)
SMILES	HSF1 inhib	aSyn UTR inh	AI-2 QS mod	GSK3beta inhib	PolyA inh	GSK3A inh	HSF-1 act	IEC-6 cytotox	HSP90 inh	KLF5 inh
CCN(CC(=O)Nc1ccc2c(c1)OCCO2)C(=O)c1cccc(OCC(C)C)c1	4	18	21	0	i	0	-8	-5	-1	-25
O=C(Cn1cc2c(n1)CCCC2)NCCCN1CCN(Cc2ccccc2)CC1	0	12	17	1	i	-2	-7	0	1	-56
CN(CCCC(=O)NC1CC(C)(C)NC(C)(C)C1)S(=O)(=O)c1ccc([N+](=O)[O-])cc1	0	-11	15	0	i	4	2	6	0	-11
c1ccc(-c2n[nH]c3c2CCC3)cc1	0	5	9	-1	i	0	-5	-2	3	-23
COc1ccc(OC)c(S(=O)(=O)N(C)CC(=O)N2CCc3ccccc3C2)c1	-1	9	50	4	i	-2	-1	-4	0	-16
CCOc1ccc(NC(=O)C2CCCCN2S(=O)(=O)c2ccccc2)cc1 (stereo unspecified)	-9	-20	1	1	i	-2	10	-1	2	-39
Cc1ccc(NC(=S)NC2CCCCC2)cc1S(=O)(=O)N(C)C	3	-65	x	x	i	-1	5	-10	-1	-60
CC1CCN(S(=O)(=O)c2ccc(NC(=O)Cn3nnc(-c4ccccc4F)n3)cc2)CC1	-4	5	50	5	i	-4	-5	2	0	-8
CC1(C(=O)NC2CCCCC2)CCC(=O)N1Cc1cccnc1 (stereo unspecified)	x	x	x	x	x	-3	x	5	1	-21
COc1ccc(C(=O)N2CCCC(CNC(=O)c3ccccc3Cl)C2)o1 (stereo unspecified)	4	4	31	-1	i	6	23	6	-1	-38
COc1ccc2nc(Cl)c(C3CC(c4ccco4)=NN3C(=O)CCC(=O)O)cc2c1 (stereo unspecified)	0	7	-3	-2	i	-3	2	-5	1	-12
COc1ccccc1-n1c(SCC(=O)N2CCOCC2)nc(O)cc1=O	-2	7	5	1	i	-1	4	3	3	-37
CCn1cc(CN2CCCC(C(=O)Nc3cccc(-n4cccn4)c3)C2)c(C)n1 (stereo unspecified)	-2	33	11	-7	i	1	-8	3	1	-17
COc1ccc(-c2nnc(N(C)C(=O)C3CCCO3)s2)cc1 (stereo unspecified)	9	-87	39	3	i	-1	42	3	0	-55
Cc1cc(NC(=O)COC(=O)C2CC(=O)N(c3ccc(Cl)cc3)C2)no1 (stereo unspecified)	-6	5	x	x	i	-2	3	0	-3	11
O=C(CSc1ccc2nnc(CCNC(=O)c3ccccc3)n2n1)Nc1ccccc1	x	-3	23	-1	i	-1	x	-2	2	-10
C[C@@H](O)C1NC(=O)[C@H](CCCCN)NC(=O)c2cc([N+](=O)[O-])cc(I)c2NCCC[C@@H](C(N)=O)NC1=O (stereo partly specified)	1	4	16	1	i	0	19	0	0	4
COc1ccc(C(=O)N2CCN(c3nc4cc(C)ccc4cc3C#N)CC2)c(OC)c1	0	14	39	4	i	0	10	5	0	-40
O=C(C[n+]1ccccc1)N1CCCc2ccccc21	-5	12	8	5	i	-3	-9	-1	3	5
CN1CCN(S(=O)(=O)c2ccc(Cl)cc2)CC1	0&-6	7	-3	-2	i	-4	0&0	4	2	-31

Screening data deposited in PubChem BioAssay by several laboratories.
